Screening data as filed in PubChem.
TDP2 inh – TDP2 (human) inhibition, absorbance primary screen; O95551; recombinant TDP2, T5PNP hydrolysis, p-nitrophenol absorbance 415 nm; inhibition, % at 12.8 µM; hit rate 0.34% among 370,000; AID 720702;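 active = inhibition above the mean of all tested compounds plus 3 SD, set per campaign, cut at about 25% in these data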;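 also: 0% = DMSO with enzyme and 100% = buffer with substrate but no TDP2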
Target sequence (O95551 whole entry, looked up): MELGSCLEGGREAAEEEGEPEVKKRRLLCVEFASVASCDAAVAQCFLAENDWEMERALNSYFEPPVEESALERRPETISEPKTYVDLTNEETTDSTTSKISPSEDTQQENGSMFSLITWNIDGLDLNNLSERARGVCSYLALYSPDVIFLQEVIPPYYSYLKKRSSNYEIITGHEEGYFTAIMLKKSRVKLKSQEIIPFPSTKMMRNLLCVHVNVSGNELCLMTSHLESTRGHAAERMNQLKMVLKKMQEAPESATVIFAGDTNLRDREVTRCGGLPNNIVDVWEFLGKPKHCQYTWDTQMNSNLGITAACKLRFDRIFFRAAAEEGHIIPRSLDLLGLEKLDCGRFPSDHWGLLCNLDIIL
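System – recombinant human TDP2 · Amount – 120 nM TDP2 per well · Buffer or medium – Mg2+-containing Tris-HCl buffer, pH 7.5 · Reagent – T5PNP substrate, 5 mM · Dosing – 12.8 µM single point, 1% DMSO · Incubation – 2 h at 37 °C · Measured by – epi absorbance · Read-out basis – percent inhibition · Benchmarks – high control without enzyme, low control DMSO plus TDP2 · Repeats – singlicate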
HTRA1 inh – inhibitors of human serine peptidase HTRA1; Q92743; recombinant HTRA1, FP-rhodamine activity-based probe, fluorescence polarization; inhibition, % at 5.96 µM; hit rate 0.5% among 340,000; AID 504803; in the data active = inhibition above about 36%;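 also: 0% = enzyme with DMSO and 100% = wells lacking enzyme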
SIAE inh – human SIAE inhibition, primary screen. Q9HAT2. SIAE FP-Rh probe binding, fluorescence polarization. inhibition, % at 9.66 µM. hit rate 0.69% among 370,000. AID 1053197;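 active = inhibition above a cutoff: mean of compounds within the control limits plus 3 SD of those, cut at about 17% in these data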;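 also: 0% = plate median of compound wells and 100% = probe without SIAE protein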
LEDGF integ inh – blocks HIV-1 LEDGF/p75-dependent DNA integration. TR-FRET IN-LEDGF/p75 DNA integration, Eu/Cy5. hit rate 0.64% among 370,000. inhibition, % at 3.7 µM;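 active = inhibition above the screen-wide mean plus 3 SD, cut at about 13% in these data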;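 also: signal is the Cy5 over europium emission ratio at 671 and 618 nm; 0% = plate median of compound wells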
TCR-CD3 inh – blocks the human TCR-CD3 interaction. TAMRA-labeled TCR probe fluorescence, biochemical. inhibition, % at 9.4 µM. hit rate 0.37% among 360,000. AID 651800; in the data active = inhibition above about 19%;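 also: recombinant mutant TCR 2C K166C tagged with TAMRA read by polarization; 0% = receptor in buffer alone and 100% = receptor with positive control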
mABHD4 FP – ABHD4 (mouse) inhibition, primary FP screen; Q8VD66; purified mABHD4, FP-Rh probe fluorescence polarization; inhibition, % at 8.92 µM; hit rate 0.54% among 370,000;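 active = inhibition exceeding the mean over every tested compound plus 3 SD, cut at about 30% in these data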;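 also: 0% = plate median of compound wells and 100% = S159A mutant with DMSO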
Target sequence (Q8VD66 whole entry, looked up): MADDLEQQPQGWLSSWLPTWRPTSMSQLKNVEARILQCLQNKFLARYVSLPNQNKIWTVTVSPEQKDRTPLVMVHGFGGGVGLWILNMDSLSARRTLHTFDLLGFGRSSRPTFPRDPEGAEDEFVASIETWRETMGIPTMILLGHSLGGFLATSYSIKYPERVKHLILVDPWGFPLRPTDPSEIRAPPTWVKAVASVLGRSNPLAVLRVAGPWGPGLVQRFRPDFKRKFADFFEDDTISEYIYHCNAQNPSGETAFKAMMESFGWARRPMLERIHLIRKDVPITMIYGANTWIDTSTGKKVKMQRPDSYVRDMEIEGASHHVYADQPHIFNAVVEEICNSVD
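Material: mouse ABHD4 enzyme, wild type; Benchmarks: S159A mutant high control, sample median low control; Buffer or medium: HEPES pH 7.0, NaCl, Pluronic buffer; Signal: fluorescence polarization; Read-out: percent inhibition of probe binding, normalized to plate controls; Timing: pre-incubation 45 min, probe exposure 60 min, at 25 °C; Dosing: 8.92 µM, single dose.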
UHRF1 MBD2 ctr – blocks human UHRF1 binding to methylated DNA. AID 687016. hit rate 0.75% among 370,000. inhibition, % at 4.4 µM. UHRF1 binding to methylated oligo, TR-FRET; in the data active = inhibition above about 21%;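 also: UHRF1 SRA domain binding a hemimethylated CpG hairpin DNA probe; 0% = median of test compound wells and 100% = reference inhibitor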
Tn7 DDE FP – inhibitors of Tn7 peptide binding to human fibrin DD(E). hit rate 0.13% among 370,000. P02675. FP displacement of FITC-Tn7 peptide from fibrin DD(E); 0% = median of compound wells per plate. inhibition, % at 8.3 µM;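 active = inhibition above the mean of compounds falling within the control limits plus 3 SD of them, cut at about 14% in these data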;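 also: 0% = plate median of compound wells and 100% = 10 µM Aha-Tn7 peptide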
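assay system = human clot-derived fibrin DD(E) complex | quantity = Fibrin-DD(E) at 2 µM final | timing = 10 min preincubation, 3 h with tracer, room temperature | signal = fluorescence polarization | measure = percent inhibition | benchmarks = high control wells with 10 µM unlabelled Aha-Tn7 peptide (full inhibition) | replicates = singlicate testing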
PRMT1 inh – PRMT1 (human) inhibition, primary screen; Q99873; hit rate 1.3% among 370,000; recombinant PRMT1, activity-based probe fluorescence polarization; inhibition, % at 2.79 µM;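 active = inhibition above about 21% made by adding two undisclosed values, limit read from the data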
PG9 Ab binder – binds the HIV-1 gp120 antibody PG9. TR-FRET gp120-PG9 antibody binding. inhibition, % at 6.7 µM. hit rate 0.43% among 360,000; in the data active = inhibition above about 8.5%
Active calls of the source: *; . = no result given.

mol	TDP2 inh	HTRA1 inh	SIAE inh	LEDGF integ inh	TCR-CD3 inh	mABHD4 FP	UHRF1 MBD2 ctr	Tn7 DDE FP	PRMT1 inh	PG9 Ab binder
CC1CCCN(c2cccc3c2S(=O)(=O)N(Cc2cccc(F)c2)[C@@H](C)[C@H](c2ccccc2)O3)C1 (some centres not stated)	4	.	4	-3	-5	4	2	3	-2	-0.1
Cc1ccc(NC(=O)CCCc2c[nH]c3ccccc23)nc1	2	-3	9	-7	5	7	1	1	5	1.5
COc1ccc([C@H]2C[C@H](n3cc(-c4ccc(F)cc4)nn3)[C@@H](O)CN2CC2CCCCC2)cc1	-8	-75	-17	6	-2	-12	4	-5	-9	1.2
CCS(=O)(=O)n1nc(-c2cccnc2)nc1NCc1ccc(F)cc1	2	-3	-1	9	-1	-5	-2	5	-3	-3.3
O=C(c1ccco1)N1CCN(C(=O)c2cc(Cl)nc3ccccc23)CC1	5	1	3	-1	-3	4	-2	-5	1	-1.6
Cc1ccc(-n2c(=O)c3sccc3n(CC(=O)NCC3CCCO3)c2=O)cc1F (configuration not stated)	4	5	-6	1	-4	-19	4	7	8	1.0
CCCNC(=O)C1(C)CCN(Cc2cc3ccccc3o2)C1 (configuration not stated)	0	.	-5	-2	-1	-3	-1	8	4	0.4
Cc1cc(NC(=O)NC(=O)c2ccccc2F)no1	7	2	-1	0	1	0	0	4	0	-0.8
CC1Cc2cc(/C(O)=C3/C(=O)C(=O)N(CCN4CCOCC4)C3c3ccc(N(C)C)cc3)ccc2O1 (configuration not stated)	-5	-2	3	-3	1	14	-4	1	1	-2.4
CC(C(=O)NC(=O)NC1CCCCC1)N1CCN(c2ccccn2)CC1 (configuration not stated)	5	8	3	0	-4	-2	1	5	-1	-0.5
O=C(Nc1ccccc1N1CCCCC1)c1ccc(F)cc1	0	-14	-2	1	9	2	-5	-4	-4	0.4
COC(=O)C1CN(C2CCCC2)CCS(=O)(=O)N1Cc1cn(Cc2ccc(C)cc2)nn1 (configuration not stated)	-1	.	-1	-1	.	5	4	0	2	.
Cc1nn(C)cc1CNC(=O)C1(C)CC1(Cl)Cl (configuration not stated)	9	2	2	0	1	6	0	-2	-3	1.2
CCC1CCCCN1CCNC(=O)CCS(=O)(=O)c1ccc(Br)cc1 (configuration not stated)	-12	2	0	1	3	2	25*	-3	-1	-2.2
COC(CNC(=O)c1ccc2c3c(onc13)-c1ccccc1C2=O)OC	4	-1	-13	2	-62	2	-1	2	10	-11
O=C(Nc1cccc(Oc2ccc3c(c2)C(=O)NC3=O)c1)c1cccs1	12	-54	-22	1	0	-27	-3	2	0	1.0
N#Cc1cccc(C(c2nnnn2CCc2ccccc2)N2CCN(C3CCCCC3)CC2)c1 (configuration not stated)	9	0	4	-1	-2	-1	-4	-8	-1	0.0
CC(/C=C1\SC(=S)N(C(C(=O)O)c2ccccc2)C1=O)=C\c1ccccc1 (configuration not stated)	4	-8	3	5	1	-1	3	-2	-4	-1.4
O=S(=O)(N[C@H]1C[C@@H](NS(=O)(=O)OCC(Cl)(Cl)Cl)C2CCCCC21)OCC(Cl)(Cl)Cl (some centres not stated)	8	-25	-4	-3	1	-6	7	-1	1	0.7
CCSC1=C(C#N)C(c2ccccc2Cl)CC(=O)N1 (configuration not stated)	-5	-3	-4	-2	6	2	-2	7	-1	-0.5
COc1ccc(OC)c(/C=N/NC(=O)CC(=O)NC2CCCCC2)c1	-12	-1	2	1	-9	-1	-4	-3	0	0.1
NNC(=O)CN1CCN(c2ncc(C(F)(F)F)cc2Cl)CC1	1	-2	5	2	1	4	-5	-2	-4	-1.1
COc1ccc(F)cc1C(=O)C1CCCN(Cc2c[nH]c3ccccc23)C1 (configuration not stated)	10	15	-2	-1	4	0	-1	-5	-2	-3.7
O=C(NCCn1ccc2ccccc21)c1ccc(S(=O)(=O)N2CCOCC2)cc1	6	-1	0	-4	2	-4	-1	9	0	-1.1
Cc1oc(C(C)(C)C)cc1C(=O)N1CCCC1C(=O)O (configuration not stated)	-3	3	1	2	-7	1	1	2	4	1.5
CN(Cc1ccccc1)C(=O)c1ccc2nc([C@H]3C[C@H](O)[C@@H](CO)O3)[nH]c2c1	-8	.	-3	-9	-4	-1	1	-1	11	0.3
Cn1cc(C2NC(=O)c3ccccc3N2)c2ccccc21 (configuration not stated)	-13	-2	-6	3	-16	-14	1	-6	-1	20*
NC(=O)c1nsc(C(=O)N(c2cccc(O)c2)C(C(=O)NC2CCCC2)c2ccc(Cl)cc2)c1N (configuration not stated)	-3	-27	-6	4	4	-12	-2	9	-2	-1.1
Cc1cccc(NS(=O)(=O)c2cccc(C(=O)NCC(c3ccco3)N3CCCCC3)c2)c1 (configuration not stated)	1	-9	-8	1	7	-21	6	-2	-1	-1.5
Cc1cccc(NC(=O)C2CCN(C(=O)[C@@H]3Cc4ccccc4CN3)CC2)c1	0	2	-4	-4	3	1	-3	9	0	0.4
O=C(Cn1cc2c(n1)CCCCC2)N1CCc2ccccc21	0	-8	-4	-3	7	3	0	4	-3	-0.6
CCOC(=O)N1CCN(C(=O)CN(Cc2ccc(Cl)cc2)S(=O)(=O)c2ccccc2)CC1	-2	-3	4	-5	3	-9	1	3	3	1.5
COc1ccc(C2CC(c3ccc(F)cc3)Nc3nc(N)nn32)cc1 (configuration not stated)	-5	2	2	-3	-1	4	0	0	-1	0.6
COc1cc(NC(=O)CN(C)C2CCCCC2)c(C)cc1[N+](=O)[O-]	-18	-4	2	0	6	1	-1	-7	-4	-0.5
O=C(O)COCC(=O)N1CCCN(c2ccc(C(F)(F)F)cn2)CC1	5	7	-2	-4	3	3	1	-6	-2	-1.2
COCC(C)NC(=O)C1c2ccccc2Oc2ccccc21 (configuration not stated)	3	5	-9	-3	-9	2	-1	6	0	0.7
CCC(=O)Nc1nnc(S(=O)(=O)N2CCCC2)s1	11	3	-4	14*	-3	-2	-1	-3	2	-1.2
CCc1ccc(NC(=O)CC2C(=O)NCCN2C(=O)c2ccc(F)cc2)cc1 (configuration not stated)	9	0	-9	0	10	3	-1	5	1	-0.7
CC(=O)c1cccc(NC(=O)N2CCC(c3ccc(C)cc3)C2)c1 (configuration not stated)	-7	-1	3	-5	-1	-3	4	-3	5	1.7
CN(C)c1cc[n+](/C(C(=S)Nc2ccc(SC(F)F)cc2)=C(/[O-])c2ccccc2)cc1	-10	6	-3	-3	1	-1	-2	-1	-1	1.3
CSCCC(c1nc2ccccc2[nH]1)n1c(C)nc2ccccc21 (configuration not stated)	3	.	-1	-2	3	-9	0	6	0	0.0
CC(C)CNc1nc(Oc2ccc(=O)[nH]n2)nc(N(C)C)n1	5	-4	-3	2	-3	8	0	-4	1	-0.7
Clc1ccc(-n2c(SC/C=C/c3ccccc3)nnc2-c2cccnc2)cc1	-25	-19	-9	6	2	-16	1	-8	-1	-3.3
CC(C)C[C@@H]1CC2=C(C(=O)OC(C)(C)O2)[C@H](CCc2ccccc2)O1	3	.	-1	2	1	-3	-1	3	0	-0.3
Cc1cccc(-c2nnc3n2N=C(c2ccccc2Br)CS3)c1	-12	-44	-14	-4	-3	-23	3	4	2	0.2
COC(=O)c1ccc2c(c1)C(NC(C)=O)CCc1cc(OC)c(OC)c(OC)c1-2 (configuration not stated)	12	-7	-3	4	0	4	0	3	-3	0.8
CCOC(=O)c1cn(CC)c2ccc(Br)cc2c1=O	2	0	11	-1	8	1	-1	7	1	-0.8
O=C(Cc1coc2ccc3ccccc3c12)N1CCCC1	2	-8	3	0	1	3	-1	0	-2	-1.7

Laid out differently: 3 of the compounds above
Below each SMILES – TDP2 inh, HTRA1 inh, SIAE inh, LEDGF integ inh, TCR-CD3 inh, mABHD4 FP, UHRF1 MBD2 ctr, Tn7 DDE FP, PRMT1 inh, PG9 Ab binder
- CCc1ccc(NC(=O)CC2C(=O)NCCN2C(=O)c2ccc(F)cc2)cc1 (configuration not stated)
  9, 0, -9, 0, 10, 3, -1, 5, 1, -0.7
- CN(C)c1cc[n+](/C(C(=S)Nc2ccc(SC(F)F)cc2)=C(/[O-])c2ccccc2)cc1
  -10, 6, -3, -3, 1, -1, -2, -1, -1, 1.3
- CC(=O)c1cccc(NC(=O)N2CCC(c3ccc(C)cc3)C2)c1 (configuration not stated)
  -7, -1, 3, -5, -1, -3, 4, -3, 5, 1.7

The listing continues:
mol	TDP2 inh	HTRA1 inh	SIAE inh	LEDGF integ inh	TCR-CD3 inh	mABHD4 FP	UHRF1 MBD2 ctr	Tn7 DDE FP	PRMT1 inh	PG9 Ab binder
C/C(=N\NC(=O)C1CC1c1ccccc1)c1ccc(C)s1 (configuration not stated)	2	-10	0	0	4	3	-2	5	2	1.1
O=C(NNC(=S)Nc1ccc(Cl)cc1Cl)C1CC1	-13	9	0	-1	1	1	3	-3	-1	-1.5
COc1ccc(S(=O)(=O)N2CCOCC2)cc1NC(=O)c1cc2ccccc2o1	4	-29	-19	1	-2	-12	0	8	-1	-0.4
Cc1ccc(S(=O)(=O)N2CCN(CC(=O)N/N=C\c3ccncc3)CC2)cc1	4	1	2	-3	0	3	-1	1	-3	0.5
